Compound activity from PubChem.
IMPase Li cell – cell-permeable IMPase inhibitors with lithium potentiation | CHO-M1 cells, IP1 TR-FRET (IP-One), carbachol + lithium | Potency, µM (series often up to 59.4 µM), without a hit: at the top dose activity, negative = IMPase inhibition, usual class: inhibitors | 210,000 compounds, 0.35% hits | AID 1457;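 note: IP1 builds up when IMPase is blocked and the TR-FRET signal falls; potency is the fitted concentration of half-maximal effect; plate controls were basal vehicle for no effect and high inhibitor control for full effect; nearly all actives have a fitted effect of over 50% in size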
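CHO cells stably expressing M1 receptor (2000/well, cultured 16–30 h) treated 30 min at 37C with compound plus low lithium. Cytosolic IP1 by TR-FRET (665/620 ratio and 620 channel) after 10 min lysis; AC50 by Hill fit.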
Epigenetic derep – derepresses silenced GFP reporter in murine cells | murine LDR cells, GFP reporter derepression, 30 h | Potency, µM (doses to about 53.9 µM), for the others: top-dose GFP activation, most hits filed as activators | 280,000 compounds, 0.2% hits; note: potency is the fitted concentration of half-maximal effect; % of control where 0% means no effect; nearly all actives have a fitted effect of over 60% in size
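Reporter derepression read as number of fluorescent GFP-positive objects, 20-120 um in size, counted by laser-scanning cytometer. Mouse LDR line with an epigenetically silenced CMV-GFP locus; compound incubation 30 h, 37 C.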
NPSR antagonist – neuropeptide S receptor (human) antagonism, cAMP; Q6W5P4; CHO-NPSR cells, cAMP TR-FRET, antagonist mode; Potency, µM (top dose mostly 38.3 µM), for the others: top-dose activity change, negative = inhibition, usual class: inhibitors; 220,000 compounds, 1% hits; AID 1461; note: potency is the fitted concentration of half-maximal effect; % is set by controls: 0 for no effect and ±100 for the full control effect; nearly all actives have a fitted effect of over 50% in size; many of its hits are not listed in these tables
CBFb-RUNX1 inh – CBF-beta/RUNX1 interaction disruption. Q01196+Q13951. AlphaScreen CBFb-His/RUNX1-biotin binding, biochemical. Potency, µM (series often up to 59.8 µM), without a hit: at the highest dose activity, negative = inhibition, actives largely listed as inhibitors. 230,000 tested, under 10 active; note: % of control where 0% means no effect
Target sequence (Q01196 whole entry, looked up): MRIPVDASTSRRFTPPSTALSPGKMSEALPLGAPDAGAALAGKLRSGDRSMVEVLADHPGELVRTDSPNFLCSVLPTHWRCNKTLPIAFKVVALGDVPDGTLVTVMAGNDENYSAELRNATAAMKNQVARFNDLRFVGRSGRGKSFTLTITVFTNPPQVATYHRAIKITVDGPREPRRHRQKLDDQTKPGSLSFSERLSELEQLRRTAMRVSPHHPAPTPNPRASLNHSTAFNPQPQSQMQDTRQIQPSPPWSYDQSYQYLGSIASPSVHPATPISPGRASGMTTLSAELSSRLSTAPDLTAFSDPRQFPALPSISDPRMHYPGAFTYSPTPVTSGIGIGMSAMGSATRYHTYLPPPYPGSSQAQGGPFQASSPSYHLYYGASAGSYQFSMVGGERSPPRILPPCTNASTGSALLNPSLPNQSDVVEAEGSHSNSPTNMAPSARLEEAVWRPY
Target sequence (Q13951 whole entry, looked up): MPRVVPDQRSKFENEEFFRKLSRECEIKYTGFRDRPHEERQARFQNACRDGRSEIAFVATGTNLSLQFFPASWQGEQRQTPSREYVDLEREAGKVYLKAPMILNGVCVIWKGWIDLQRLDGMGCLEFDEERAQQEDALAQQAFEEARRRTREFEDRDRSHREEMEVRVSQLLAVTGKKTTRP
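Read-out: AlphaScreen. Format: His-CBF-beta with biotinylated RUNX1 (30 nM each) preincubated 20 min, compound 15 min, Ni-chelate plus streptavidin beads 90 min; room temperature throughout.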
LMNA splice mod – modulators of lamin A splicing; Potency, µM (series often up to 46.1 µM), for inactives: top-dose ratio change, negative = inhibition, hits mostly inhibitors; 200,000 compounds, 0.01% hits; AID 1487; HeLa LMNA splicing GFP/RFP minigene ratio, 48 h; active = well fitted inhibition curve with a large enough effect in the signal ratio, with a control signal flat, not every such curve was filed as active; inconclusive = small, poorly fitted or top-dose-only effect, or effect the other way, or a change in a side signal; the % refers to the signal ratio; note: potency is the fitted concentration of half-maximal effect; % is set by controls: 0 for no effect and ±100 for the full control effect
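S3 HeLa cells stably expressing lamin A-EGFP splicing minigene plus DsRed2, 600 cells/well, 48 h compound exposure at 37C. Laser-scanning cytometry; analysed as GFP (500-530 nm)/RFP (575-640 nm) total intensity ratio; 0.5% DMSO vehicle.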
Luc counter – Kinase-Glo luciferase inhibition (counter-screen); Q27757; Kinase-Glo luciferase, ATP luminescence, 8 min; Potency, µM (doses to about 38.3 µM), for the others: at the highest dose activity change, negative = inhibition, usual class: inhibitors; 200,000 compounds, 0.28% hits; note: potency is the fitted concentration of half-maximal effect; % is set by controls: 0 for no effect and ±100 for the full control effect; nearly all actives have a fitted effect of over 60% in size
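Recombinant Kinase-Glo luciferase, 10 uM ATP (linear range), luciferin; imidazole pH 7.2 / KCl / MgCl2 / Tween / BSA buffer; 8 min RT; luminescence.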
GLA spleen mod – inhibitors or activators of human alpha-galactosidase in spleen homogenate; Potency, µM (doses to about 80 µM), without a hit: at the highest dose activity change, negative = inhibition, most hits filed as inhibitors; P06280; human spleen homogenate, 4MU-alpha-Gal fluorescence, 40 min; 240,000 compounds, 0.008% hits;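 note: potency is the fitted concentration of half-maximal effect; 0% = enzyme with vehicle and -100% = no enzyme basal signal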
Target sequence (P06280 32-429 limits assumed): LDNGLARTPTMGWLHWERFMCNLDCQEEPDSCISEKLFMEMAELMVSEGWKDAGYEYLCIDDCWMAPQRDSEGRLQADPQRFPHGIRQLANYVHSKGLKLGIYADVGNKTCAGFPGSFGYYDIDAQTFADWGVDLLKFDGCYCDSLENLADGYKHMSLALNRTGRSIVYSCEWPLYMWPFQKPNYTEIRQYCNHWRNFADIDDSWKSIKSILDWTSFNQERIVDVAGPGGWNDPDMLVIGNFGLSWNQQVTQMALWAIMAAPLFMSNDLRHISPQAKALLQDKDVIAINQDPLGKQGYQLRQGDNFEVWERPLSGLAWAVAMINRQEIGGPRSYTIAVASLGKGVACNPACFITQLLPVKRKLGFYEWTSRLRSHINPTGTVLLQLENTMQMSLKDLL
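Human spleen homogenate (1 ug) was the enzyme source, with 4-methylumbelliferyl-alpha-D-galactopyranoside (1 mM final) in pH 5.0 citrate buffer with 0.01% Tween-20. Compounds were titrated; after 40 min at 37C, NaOH/glycine stop, 4-MU fluorescence read; AC50 from Hill fits.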
* hit, by the source's call; u = inconclusive; x = not tested or not shown; [ ] = dose if it differs, or a comment. Unless noted, calls come from the whole dose curve; as a rule, active = well fitted curve in the direction sought with a large enough effect; inconclusive = small, poorly fitted or top-dose-only effect, or another doubt; inactive = no such curve, though single readings can be large; an effect the other way counts as inactive or inconclusive.

#1 CC1=C(C(=O)Nc2nc3ccccc3s2)C(c2ccco2)C(C#N)=C(SCC(=O)NC2CCCCC2)N1 (stereo not given)
#2 CN(C)CCCNS(=O)(=O)c1ccc(Oc2ncc(C(F)(F)F)cc2Cl)cc1
#3 COC(=O)[C@@]1(Cc2ccccc2)[C@H]2c3cc(C(=O)N(C)C)n(Cc4ccccc4)c3C[C@H]2CN1C(=O)c1ccccc1
#4 Nc1nc(Cl)c2ncn(C3OC(CO)C(O)C3O)c2n1 (stereo not given)
#5 NC(=O)C1CCN(C(=O)c2cc3ccccn3n2)CC1
#6 CCCCCN(C(=O)NC(=O)Nc1nncs1)S(C)(=O)=O
Compound	1	2	3	4	5	6
Epigenetic derep	-0.9%	0.7%	2.8%	-1.1%	0.0%	2.4%
CBFb-RUNX1 inh	18.3%	12.0%	-14.2%	x	-6.7%	-2.4%
LMNA splice mod	u	-8.8%	x	-5.5%	-2.8%	-0.9%
IMPase Li cell	-10.0%	43.2%[activator][38.3 µM]	22.1%	0.4%	-8.4%[38.3 µM]	-0.4%[38.3 µM]
NPSR antagonist	-13.0%	-8.7%[46.1 µM]	x	x	-8.9%[46.1 µM]	-4.3%[46.1 µM]
GLA spleen mod	-18.8%	-3.6%	-4.5%	-3.8%	-0.6%	6.4%
Luc counter	2.3%	0.3%	-2.0%	-5.4%	-0.3%	-4.2%

#7 CC(=O)c1c(N2CCN(Cc3ccccc3)CC2)nc(=S)n(-c2ccccc2)c1C
#8 Cc1cc(N(C)C)c(C#N)c(=O)[nH]1
#9 Cc1sc(NC(=O)c2ccco2)c(C(Nc2ccccn2)c2ccccc2)c1C (stereo not given)
#10 Cn1c(SCc2ccc(Cl)cc2)nc(C(F)(F)F)cc1=O
#11 Cc1ccc(C(=O)CC(=O)c2cc(Cl)ccc2O)cc1
#12 Cc1ccc(-n2c3nc(=O)n(C)c(=O)c-3cc3ccccc32)cc1
Compound	7	8	9	10	11	12
Epigenetic derep	-0.1%	-1.0%	-1.0%	0.0%	0.8%	0.0%
CBFb-RUNX1 inh	-4.2%	5.0%	-24.5%	14.6%	-8.1%	13.1%
LMNA splice mod	-3.8%[46 µM]	-8.6%	-4.8%	u	u	x
IMPase Li cell	21.0%	5.4%[38.3 µM]	12.4%	-0.1%[38.3 µM]	13.7%[38.3 µM]	x
NPSR antagonist	-3.0%	-5.9%[46.1 µM]	-27.4%	-19.8%[46.1 µM]	-22.5%[46.1 µM]	-23.4%
GLA spleen mod	-6.5%	1.2%	2.2%	1.3%	-2.7%	6.7%
Luc counter	-3.2%	2.9%	5.6%	-3.7%	18.3%	x

#13 Cc1cc(=O)[nH]c2n[nH]c(-c3ccccc3)c12
#14 Cc1cccc(NS(=O)(=O)c2cc(OCC(N)=O)c(C)cc2Cl)c1
#15 CSCCC(NC(=O)c1ccc(Cl)cc1Cl)C(=O)OCC(N)=O (stereo not given)
#16 CCCCCC/C=C1\CC(C(=O)OCC)Oc2ccccc21 (stereo not given) (tested in a mixture with another compound)
#17 CC(=O)c1c(C)[nH]c(C(=O)OCC(=O)N2c3ccccc3NC(=O)C2(C)C)c1C
#18 O=C(N/N=C/c1cccc(F)c1)c1csc2c1CCCC2
Compound	13	14	15	16	17	18
Epigenetic derep	1.7%	0.0%	-2.3%	1.7%	-0.3%	1.9%
CBFb-RUNX1 inh	-0.2%	7.2%	3.3%	16.4%[89.1 µM]	5.3%	-2.4%
LMNA splice mod	0.6%	u	x	x	-19.5%	8.8%
IMPase Li cell	0.9%[38.3 µM]	10.6%	x	11.9%	-5.8%	-0.4%[38.3 µM]
NPSR antagonist	-6.0%[46.1 µM]	-3.8%[46.1 µM]	2.6%	x	3.4%	u
GLA spleen mod	3.4%	16.7%	10.7%	-7.0%[119 µM]	2.6%	6.1%
Luc counter	-9.5%	-3.7%	x	1.6%[39.9 µM]	-3.3%	-0.7%

#19 CCCc1cc(=O)[nH]c(SCc2ccc(F)cc2)n1
#20 CCC(C)(C(=O)NC1CCCC1)N(C)C(=O)c1ccccn1 (stereo not given)
#21 CCCc1nc(SCC(=O)c2ccccc2)c2c(=O)n(C)c(=O)n(C)c2n1
#22 O=C(O)C1CCCN1S(=O)(=O)c1ccc2[nH]c(=O)c(=O)[nH]c2c1 (stereo not given)
#23 CC(=O)Nc1ccc(S(=O)(=O)Oc2ccc(/C=C3\SC(N)=NC3=O)cc2)cc1
#24 O=C(COC(=O)CCc1c[nH]c2ccccc12)Nc1cc([N+](=O)[O-])ccc1Cl
Compound	19	20	21	22	23	24
Epigenetic derep	-1.1%	0.2%	-1.0%	-0.8%	-0.3%	-0.7%
CBFb-RUNX1 inh	2.1%	0.6%	10.5%	6.0%	-2.7%	-18.3%
LMNA splice mod	x	x	1.2%	12.8%	x	6.0%
IMPase Li cell	x	-3.6%	44.0%[activator][38.3 µM]	18.4%[38.3 µM]	-1.1%	-3.2%
NPSR antagonist	6.9%	27.1%	-20.1%[46.1 µM]	0.2%[46.1 µM]	8.7%	10.4%
GLA spleen mod	8.9%	-5.0%	-4.2%	-6.8%	-7.1%	7.3%
Luc counter	x	0.7%	-2.0%	-3.0%	1.5%	2.8%

Entries shown so far containing an aryl thioether with sulfur outside any ring:
#10 Cn1c(SCc2ccc(Cl)cc2)nc(C(F)(F)F)cc1=O
#19 CCCc1cc(=O)[nH]c(SCc2ccc(F)cc2)n1
#21 CCCc1nc(SCC(=O)c2ccccc2)c2c(=O)n(C)c(=O)n(C)c2n1
Compound	10	19	21
Epigenetic derep	0.0%	-1.1%	-1.0%
CBFb-RUNX1 inh	14.6%	2.1%	10.5%
LMNA splice mod	u	x	1.2%
IMPase Li cell	-0.1%[38.3 µM]	x	44.0%[activator][38.3 µM]
NPSR antagonist	-19.8%[46.1 µM]	6.9%	-20.1%[46.1 µM]
GLA spleen mod	1.3%	8.9%	-4.2%
Luc counter	-3.7%	x	-2.0%

(more compounds)
#25 O=C(Cc1cccc(C(F)(F)F)c1)NCc1ccc(Cl)cc1Cl
#26 C/C(=N\NC(=O)CCCNc1ccccc1)c1ccncc1
#27 CCOC(=O)C(CCCCCCC(NC(C)=O)(C(=O)OCC)C(=O)OCC)(NC(C)=O)C(=O)OCC
#28 CCn1cc(CNC(=O)CCc2nnc(CCC3CCCCC3)o2)cn1
#29 COC(=O)C1(C)NC(c2ccco2)C2C(=O)N(c3ccc(C)cc3)C(=O)C21 (stereo not given)
#30 Cc1cc(NC(=O)CC#N)n(-c2ccccc2)n1
Compound	25	26	27	28	29	30
Epigenetic derep	1.0%	-0.6%	2.9%	3.1%	-0.2%	-1.2%
CBFb-RUNX1 inh	16.4%	1.7%	1.6%	5.2%	6.8%	7.1%
LMNA splice mod	u	15.9%[46 µM]	x	3.2%[46 µM]	-0.9%	x
IMPase Li cell	32.2%[activator]	4.6%	x	12.8%	20.8%[38.3 µM]	1.3%
NPSR antagonist	-15.3%[46.1 µM]	-9.0%	-2.3%	-2.4%	-9.0%[46.1 µM]	12.8%
GLA spleen mod	-2.6%	6.0%	-1.9%	5.8%	-2.5%	-1.7%
Luc counter	0.4%	3.0%	x	-2.2%	-2.5%	3.3%

#31 C/C(CCc1ccccc1)=N/NC(=O)C(=O)NCc1ccccc1
#32 O=C(Nc1ccccc1)c1c2c(nc3ccccc13)CCCC2
#33 CC(C)=C1C2CCC1C(C(=O)NCc1ccccc1)C2C(=O)O (stereo not given)
#34 O=C(c1cc2nc(-c3ccco3)cc(C(F)(F)F)n2n1)N1CCN(c2ccccc2)CC1
#35 CS(=O)(=O)N(CC(=O)N1CCN(c2cccc(Cl)c2)CC1)c1cccc(F)c1
#36 CCNC(=S)N1CCCC(c2nc3ccc(C)cc3[nH]2)C1 (stereo not given)
Compound	31	32	33	34	35	36
Epigenetic derep	1.0%	-1.8%	0.0%	0.0%	0.0%	5.8%
CBFb-RUNX1 inh	2.8%	5.7%	3.8%	7.3%	6.6%	8.5%
LMNA splice mod	x	x	6.6%	-14.3%	u	u
IMPase Li cell	0.1%	x	3.9%[38.3 µM]	0.9%	17.4%[38.3 µM]	2.9%
NPSR antagonist	6.0%	-7.1%	10.7%[46.1 µM]	u	-18.3%[46.1 µM]	1.6%
GLA spleen mod	-1.6%	2.2%	8.3%	-0.3%	-3.7%	11.2%
Luc counter	-1.9%	x	0.2%	0.9%	-0.8%	-2.9%

#37 CSc1nc2nc3c(c(=O)n2[nH]1)CCC3
#38 Cc1cc(C[n+]2cc(Br)ccc2N)c2ncccc2c1
#39 Cc1cc(C)c2cccc(N)c2n1
#40 CCOC(=O)N1CCc2c(sc3nc[nH]c(=O)c23)C1
#41 FC(F)(F)c1nnc2sc(-c3ccncc3)nn12
#42 COc1ccc(-n2nc(C(=O)Nc3ccc(OC)c(OC)c3)c3c4ccccc4n(C)c3c2=O)cc1
Compound	37	38	39	40	41	42
Epigenetic derep	-2.0%	-4.3%	1.1%	0.1%	1.7%	8.6%
CBFb-RUNX1 inh	6.6%	14.1%	-22.5%	-3.5%	16.3%	6.9%
LMNA splice mod	14.4%	x	-12.2%[46 µM]	x	-9.9%	2.4%
IMPase Li cell	33.8%[activator][38.3 µM]	x	-2.8%	x	9.6%[38.3 µM]	13.9%[38.3 µM]
NPSR antagonist	-3.8%[46.1 µM]	-9.9%	-7.5%	-7.2%	-13.8%[46.1 µM]	-2.1%[46.1 µM]
GLA spleen mod	-3.3%	4.2%	-12.2%	9.7%	-2.5%	-4.1%
Luc counter	3.2%	x	-0.9%	x	0.7%	0.6%

#43 COC(=O)NNC(=O)COc1cc(C)c(Br)cc1C(C)C
#44 CC(C)[C@H]1CN(C)CCN1Cc1cn(C)nc1-c1cccc(Cl)c1
#45 O=C(CCc1ccc(S(=O)(=O)N2CCOCC2)cc1)Nc1nccs1
#46 COc1ccccc1NC(=S)NNC(=O)c1ccccc1Br
#47 N/C(Cn1cncn1)=N\OC(=O)c1ccc(Cl)cc1
#48 O=C(CCc1nc(-c2ccccc2F)no1)NCc1ccco1
Compound	43	44	45	46	47	48
Epigenetic derep	4.8%	-3.0%	-1.0%	-0.8%	-3.6%	-1.0%
CBFb-RUNX1 inh	18.6%	0.2%	3.3%	-2.3%	-1.6%	1.6%
LMNA splice mod	u	-13.6%[46 µM]	3.1%	-4.8%	x	12.1%
IMPase Li cell	-1.4%	3.8%	-9.3%[38.3 µM]	4.3%	3.9%	8.2%[38.3 µM]
NPSR antagonist	-5.8%	0.4%	-4.3%[46.1 µM]	-6.2%	16.9%	-5.2%[46.1 µM]
GLA spleen mod	6.2%	1.9%	-2.2%	5.2%	1.5%	-0.1%
Luc counter	9.5%	7.3%	12.4%	0.7%	-1.3%	1.2%

An excerpt. The share of hits here may be higher or lower than overall.
